STAT3 blocker – inhibitors of IL-6 induced STAT3 signaling. AID 862. inhibition, % at 5.5 µM. U3A cells, IL-6 STAT3-luciferase reporter, luminescence; host cell line lacks STAT1. 190,000 tested, 0.89% active;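 active means inhibition above the mean inhibition across all screened compounds plus 3 SD, cut at about 44% in these data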;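 further: 0% = DMSO only wells and 100% = 100 µM nifuroxazide control wells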
FLuc inhib CS – Photinus pyralis luciferase inhibition counter-screen; 200,000 tested, 1.5% active; inhibition, % at 10 µM; P08659; ATPLite firefly luciferase biochemical luminescence, 10 min; AID 1006;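 active means inhibition above about 50% when tested at 10 µM, limit read from the data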
Target sequence (P08659 whole entry, looked up): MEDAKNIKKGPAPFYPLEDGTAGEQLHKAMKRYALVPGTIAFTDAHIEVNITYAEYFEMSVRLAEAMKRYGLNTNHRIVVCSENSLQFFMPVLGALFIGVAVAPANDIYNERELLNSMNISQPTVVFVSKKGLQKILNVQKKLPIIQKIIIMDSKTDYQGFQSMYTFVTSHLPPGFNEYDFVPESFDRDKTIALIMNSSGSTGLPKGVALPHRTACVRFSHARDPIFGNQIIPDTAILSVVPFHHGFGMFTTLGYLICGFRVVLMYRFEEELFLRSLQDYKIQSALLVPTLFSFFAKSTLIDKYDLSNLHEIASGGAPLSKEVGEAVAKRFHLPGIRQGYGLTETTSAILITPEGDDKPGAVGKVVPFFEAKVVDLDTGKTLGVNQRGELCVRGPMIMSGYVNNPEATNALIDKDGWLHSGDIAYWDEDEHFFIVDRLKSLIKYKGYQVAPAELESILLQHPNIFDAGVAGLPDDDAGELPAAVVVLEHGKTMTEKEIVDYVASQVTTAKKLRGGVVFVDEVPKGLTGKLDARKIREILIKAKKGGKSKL
ROMK primary – modulators of human ROMK potassium channel; P48048; Tet-inducible ROMK, thallium flux fluorescence; actives lie on both sides; B-score at 10 µM; 130,000 tested, 2% active;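 active means signal ratio slope over the read window, or its plate-corrected B-score, at least 3 SD from the plate mean, either direction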;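 further: B-score of the F/F0 ratio slope over 7 to 12 s after thallium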
Target sequence (P48048 whole entry, looked up): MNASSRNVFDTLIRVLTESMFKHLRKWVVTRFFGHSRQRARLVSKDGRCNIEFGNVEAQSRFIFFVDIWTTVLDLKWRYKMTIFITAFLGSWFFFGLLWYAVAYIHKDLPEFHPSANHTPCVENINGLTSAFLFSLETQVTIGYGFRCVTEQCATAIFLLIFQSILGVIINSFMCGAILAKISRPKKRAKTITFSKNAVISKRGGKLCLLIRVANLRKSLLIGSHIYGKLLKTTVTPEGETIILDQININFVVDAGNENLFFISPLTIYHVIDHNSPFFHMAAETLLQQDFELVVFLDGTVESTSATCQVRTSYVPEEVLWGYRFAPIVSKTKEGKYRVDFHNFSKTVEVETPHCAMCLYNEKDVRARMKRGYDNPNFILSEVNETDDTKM
STAT1 blocker – reduces IFN-gamma driven STAT1 reporter signal. NIH 3T3 STAT1-luciferase reporter, luminescence. 200,000 tested, 0.35% active. inhibition, % at 5.5 µM;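 active means inhibition above a set limit, the mean inhibition across all tested compounds plus 3 SD, cut at about 34% in these data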;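 further: 0% = IFN-gamma with DMSO and 100% = IFN-gamma with 300 µM nifuroxazide; values of inactives mirror those of a sister screen read the other way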
FLuc act counter – firefly luciferase counter-screen for stimulation assays; P08659; ATPlite luciferase biochemical, luminescence, 10 min; 0 = ATP-free wells, 1 = DMSO control; activation factor at 10 µM; 200,000 tested, under 10 active; AID 1027;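 active means luciferase activation factor, scaled between plate controls, of at least 2 with compound at 10 µM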
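System: cell-free luciferase reagent; medium: PBS as buffer for the ATP substrate; doses: test compounds dosed from 2 mM stocks in 100% DMSO; incubation: 10 min, room temperature; measured by: luminescence from luciferase reaction; read-out: luciferase activation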
STAT3 act – STAT3 signaling activation. AID 871. U3A cells, IL-6 STAT3-luciferase reporter, luminescence; 100% = signal with IL-6 EC80 alone. 190,000 tested, 0.91% active. activation (% of control), % at 5.6 µM;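 active means activation above the screen-wide mean of compound activation plus 3 SD, cut at about 130% in these data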;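 further: 0% = background luminescence of wells with medium and substrate only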
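Test system: human U3A cells carrying STAT3-luciferase construct; control set: IL-6-only wells as 100% reference; timing: compound pre-incubation 1 h before IL-6, then 6 h stimulation at 37 °C; also added: IL-6 stimulus at 33 ng/mL final; evaluation: % activation versus median of IL-6-stimulated wells; detection: reporter luminescence signal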
APP 5'UTR act – activates APP 5'UTR luciferase reporter. SH-SY5Y APP 5'UTR luciferase reporter, luminescence; zero percent = DMSO vehicle wells. AID 1276. 190,000 tested, 1% active. activation, % at 2 µM;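 active means activation above a set limit, based on mean plus 3 SD of controls, cut at about 140% in these data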; further: values of inactives mirror those of a sister screen read the other way
APP transl inh – APP translation inhibition | SH-SY5Y APP 5'UTR-luciferase reporter, luminescence | inhibition, % at 2 µM | 190,000 tested, 0.82% active;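 active means inhibition above a set limit, derived from the sample mean plus 3 SD, cut at about 45% in these data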; further: values of inactives mirror those of a sister screen read the other way
STAT1 act – STAT1 signaling activation; NIH 3T3 STAT1-luciferase reporter, IFN-gamma, luminescence; 100% = IFN-gamma alone, no compound; 200,000 tested, 2.6% active; activation (% of control), % at 5.5 µM; AID 932;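 active means activation above the screen-wide mean activation plus 3 SD, cut at about 130% in these data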;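 further: raw ratio to IFN-gamma control signal so 100% means no change and 0% no light; values of inactives mirror those of a sister screen read the other way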
NF-kB expr up – compounds increasing NF-kB expression in human neuronal cells; NF-kB reporter expression; stronger effect = higher value; fold change at 12.5 µM; 190,000 tested, 1.6% active; in the data active means fold change above about 3.3
An asterisk follows results filed as active; / = no result given.

compound | STAT3 blocker | FLuc inhib CS | ROMK primary | STAT1 blocker | FLuc act counter | STAT3 act | APP 5'UTR act | APP transl inh | STAT1 act | NF-kB expr up
CNC(=S)NNC(=O)Cn1ccc(C)n1 | 6 | -7 | 0.51 | 4 | 1.1 | 98 | -3 | 3 | 97 | 0.9
O=C(c1ccccc1)N1CCCCC(Sc2nnc3ccccn23)C1=O (stereo unspecified) | 7 | -6 | 0.79 | -1 | 1.1 | 98 | 6 | -6 | 99 | 1.1
O=C(COC(=O)Cc1ccc(Br)cc1)NC1CCCCCC1 | 5 | -4 | 0.26 | 3 | 1 | 99 | -12 | 12 | 96 | 1.3
CCOC(=O)c1nn(-c2ccccc2)c(-c2ccccc2)c1C(=O)c1ccccc1 | -1 | -2 | / | -6 | 1 | 102 | 19 | -19 | 106 | 0.74
CCOCCCNS(=O)(=O)c1ccccc1 | -5 | -3 | 0.87 | 3 | 1 | 101 | 1 | -1 | 97 | 1.1
CCN(CC)CCCNC(=O)C1c2ccccc2Oc2ccccc21 | 1 | -3 | -1.2 | 2 | 1 | 105 | 12 | -12 | 98 | 1.1
CC1(C)Cc2c(sc(NC(=O)C(C)(C)C)c2C#N)C(C)(C)N1 | 4 | -4 | / | -4 | 1 | 98 | 43 | -43 | 104 | 1
C(=C\c1ccccc1)/CSc1nnc(-c2cccnc2)n1Cc1ccco1 | 4 | -10 | / | 4 | 1.1 | 99 | 4 | -4 | 97 | 0.86
O=C(COc1ccc(Cl)cc1)OCC(=O)N1CCCc2ccccc21 | -9 | 1 | / | -6 | 1 | 103 | -7 | 7 | 106 | 1.1
N#Cc1nc(-c2ccc(F)cc2)oc1N1CCCC1 | 12 | -4 | -0.89 | -6 | 1 | 92 | 17 | -16 | 106 | 1.2
c1ccc(Cn2c(SCc3cn4cccnc4n3)nnc2-c2ccco2)cc1 | 0 | -9 | -0.44 | 2 | 1.1 | 102 | 7 | -7 | 98 | 1.5
CCOC(=O)CCCCC(=O)c1[nH]c(=O)[nH]c1CSc1nnc2c3cc(Br)ccc3n(C)c2n1 | -36 | -2 | 0.8 | -7 | 1 | 134* | 4 | -4 | 104 | 0.98
COc1ccc(CCNC(=O)c2c(O)c3c([nH]c2=O)CCCC3)cc1 | 8 | -2 | 1.8 | 1 | 1 | 96 | -5 | 5 | 99 | 0.95
CSc1nc2ccc(S(=O)(=O)N3CCc4ccccc43)cc2s1 | 29 | -7 | / | 12 | 1.1 | 78 | -33 | 32 | 89 | 0.8
CC(C)CCNC(=O)NC(=O)CSc1nnc2ccccn12 | 8 | 0 | / | -3 | 1 | 97 | 13 | -13 | 103 | 1.6
Cc1c(Cl)cn2c(=O)cc(CN(C)Cc3nc4ccccc4c(=O)[nH]3)nc2c1Cl | 18 | -8 | 0.14 | 10 | 1.1 | 90 | -15 | 15 | 90 | 1
COc1ccc(C(=O)NNC(=S)NC(=O)c2ccco2)cc1 | 8 | 10 | 0.56 | 1 | 0.9 | 99 | -7 | 7 | 99 | 0.66
CCc1nc(N[C@@H](Cc2c[nH]c3ccccc23)C(=O)O)c2oc3ccccc3c2n1 | -14 | -6 | 1.7 | 10 | 1.1 | 118 | 7 | -7 | 91 | 1
COc1cccc(C(=O)Nc2ccc(N3CCN(Cc4ccccc4)CC3)cc2)c1 | 22 | 1 | 0.24 | 14 | 1 | 85 | -6 | 6 | 87 | 1.4
COc1ccccc1CNC(=O)c1ccc(CS(=O)(=O)c2ccccc2OC)o1 | 10 | -11 | / | -3 | 1.1 | 100 | 8 | -8 | 103 | 1
O=C1CCCN1c1ccc(S(=O)(=O)Oc2ccc(Cl)cc2)cc1[N+](=O)[O-] | 37 | 5 | / | 10 | 0.9 | 72 | 20 | -20 | 91 | 0.95
Cc1ccc(-c2nc(CS(=O)CC(=O)N3CCN(c4ncccn4)CC3)c(C)o2)cc1 (stereo unspecified) | 23 | -4 | / | -1 | 1 | 88 | / | / | 101 | 1
O=C(Nc1ccccc1C(=O)NC(Cc1c[nH]c2ccccc12)C(=O)O)c1ccco1 (stereo unspecified) | -9 | -6 | 0.54 | 3 | 1.1 | 113 | -10 | 10 | 97 | 1.1
Cc1ccccc1Nc1nc(-c2sc(NC(=O)c3ccco3)nc2C)cs1 | 6 | -1 | / | -10 | 1 | 99 | 2 | -2 | 109 | 0.73
Cc1cc(C)nc(NC(=S)Nc2ccccc2)n1 | -22 | 12 | -0.24 | -5 | 0.9 | 125 | 28 | -28 | 105 | /
O=C1c2ccccc2C(=O)N1CCc1c[nH]c2ccc(O)cc12 | 30 | -4 | -1.9 | -37 | 1 | 77 | 14 | -14 | 132* | 1.9
COc1ccc(-c2cc(C(N)=O)nc(N3CCCCCC3)n2)cc1 | 22 | -8 | 0.0085 | 10 | 1.1 | 86 | 9 | -9 | 91 | 1.2
C=CCNC(=O)CSc1nnc(-c2ccccc2Br)n1-c1cccc(C(F)(F)F)c1 | 2 | -9 | 0.65 | 12 | 1.1 | 98 | 9 | -9 | 90 | 1.2
CC1=C(C(=O)Nc2cccnc2)C(c2ccccn2)n2nnnc2N1 (stereo unspecified) | 5 | -1 | 0.63 | -3 | 1 | 98 | -3 | 3 | 102 | 1.2
O=C(NCCc1c[nH]c2ccccc12)c1cccc(S(=O)(=O)Nc2ccccc2Cl)c1 | 0 | -1 | / | 2 | 1 | 99 | 12 | -12 | 98 | 0.93
CCc1ccc(Nc2cc(C)nc3nc(C)nn23)cc1 | 15 | -11 | -0.67 | 10 | 1.1 | 87 | 7 | -7 | 91 | 1
COc1ccc(CCNC(=O)CC(NS(=O)(=O)c2ccc(NC(C)=O)cc2)C(C)C)cc1OC (stereo unspecified) | 6 | -10 | 0.71 | 0 | 1.1 | 97 | -5 | 5 | 100 | 1
O=C(C1CCC1)N1CCC(c2nc3c(nnn3Cc3c(F)cccc3Cl)c(=O)[nH]2)CC1 | 12 | -7 | / | 4 | 1.1 | 99 | 1 | -1 | 96 | 0.87
Cc1ccc2[nH]c3c(N4CCOCC4)ncnc3c2c1 | 12 | 7 | -1.9 | 22 | 0.9 | 91 | -1 | 1 | 84 | 1.3
Cc1ccc(Nc2nnc(SC(C)C(=O)Nc3c(C)n(C)n(-c4ccccc4)c3=O)s2)cc1 (stereo unspecified) | 19 | 24 | / | 7 | 0.8 | 83 | 6 | -6 | 94 | 0.95
O=C(CCc1nc2ccccc2[nH]c1=O)OCC(=O)N1CCc2ccccc21 | -16 | -3 | / | 12 | 1 | 117 | 3 | -3 | 89 | 1.5
Cc1ccc(CNC(=O)[C@@H]2CCC(=O)N2Cc2ccco2)cc1 | 5 | -8 | 0.28 | 4 | 1.1 | 100 | 8 | -8 | 97 | 0.91
Cc1noc(C)c1COC(=O)c1ccc(S(=O)(=O)NCc2ccco2)cc1 | 15 | -4 | / | 13 | 1 | 96 | 4 | -4 | 88 | 0.85
Cc1ccc(NC(=S)Nc2ccc(Br)cc2)cc1 | 33 | 1 | / | 2 | 1 | 80 | 18 | -18 | 98 | 1.5
Cn1nccc1C(=O)Nc1ccn(C23CC4CC(CC(C4)C2)C3)n1 | 16 | 4 | / | 4 | 1 | 88 | 20 | -20 | 96 | 1.3

Three entries out of the list, sorted by heavy-atom count, rising:
compound | STAT3 blocker | FLuc inhib CS | ROMK primary | STAT1 blocker | FLuc act counter | STAT3 act | APP 5'UTR act | APP transl inh | STAT1 act | NF-kB expr up
COc1ccc(C(=O)NNC(=S)NC(=O)c2ccco2)cc1 | 8 | 10 | 0.56 | 1 | 0.9 | 99 | -7 | 7 | 99 | 0.66
C(=C\c1ccccc1)/CSc1nnc(-c2cccnc2)n1Cc1ccco1 | 4 | -10 | / | 4 | 1.1 | 99 | 4 | -4 | 97 | 0.86
Cc1ccc(-c2nc(CS(=O)CC(=O)N3CCN(c4ncccn4)CC3)c(C)o2)cc1 (stereo unspecified) | 23 | -4 | / | -1 | 1 | 88 | / | / | 101 | 1

Going on with the list.
compound | STAT3 blocker | FLuc inhib CS | ROMK primary | STAT1 blocker | FLuc act counter | STAT3 act | APP 5'UTR act | APP transl inh | STAT1 act | NF-kB expr up
COC(=O)CCN(C1CCCCC1)S(=O)(=O)c1ccc(S(=O)(=O)NC2CCCCC2)cc1 | 5 | -3 | -1.2 | 8 | 1 | 99 | 9 | -8 | 93 | 0.86
Cc1cccc(N/N=C(\C#N)S(=O)(=O)C(C)(C)C)c1 | 6 | -5 | -0.71 | 2 | 1.1 | 99 | 12 | -12 | 98 | 0.91
Cc1cc(C(=O)NC(=S)Nc2ccccc2N2CCOCC2)ccc1[N+](=O)[O-] | -1 | -5 | 0.2 | -5 | 1.1 | 104 | -12 | 12 | 104 | 1.1
CC1CCN(C(=O)c2cc(-c3ccc(Cl)c(Cl)c3)on2)CC1 | 14 | -6 | -0.19 | -3 | 1.1 | 91 | -11 | 11 | 103 | 1.5
Cc1ccc2cc3c(NC(=O)c4cccnc4)nn(C)c3nc2c1 | 13 | 3 | 0.032 | 3 | 1 | 93 | -12 | 12 | 98 | 0.82
Cc1ccc(S(=O)(=O)N2CCC(N3CCCCCC3)CC2)cc1 | 6 | -7 | 0.65 | -4 | 1.1 | 99 | 2 | -2 | 102 | 0.97
CCSc1nnc(Cn2c(=O)sc3ccccc32)n1-c1ccc(OC)cc1 | -1 | -2 | / | 1 | 1 | 101 | -10 | 10 | 100 | 0.85
CCc1ccc(OCc2n[nH]c(=S)n2Cc2ccccc2)cc1 | 4 | -5 | 0.69 | 1 | 1 | 99 | 12 | -12 | 97 | 1.1
Cc1ccc(C)c(SCC(=O)NC(=O)NCc2ccccc2)c1 | 6 | -4 | -0.33 | -3 | 1 | 94 | 2 | -2 | 103 | 1.1
CCOc1cccc(/C=C/c2ccc3ccccc3n2)c1OC(C)=O | 59* | 4 | -0.023 | -29 | 1 | 53 | 216* | -216 | 126 | 4.8*
CCN(CC)S(=O)(=O)c1ccc(C(=O)NNC(=O)c2cccs2)cc1 | 14 | -2 | / | -13 | 1 | 87 | 15 | -15 | 112 | 1
O=C(CCc1ccccc1)Nc1cc(Cl)ccc1O | 19 | -4 | -0.84 | -2 | 1 | 85 | 10 | -10 | 105 | 1.5
Clc1ccc(-c2cc(-c3nnc4n3CCCCC4)c3ccccc3n2)cc1 | 12 | 4 | -1.2 | -2 | 1 | 92 | 0 | 0 | 102 | 0.9
Cc1cc(C(=O)COC(=O)c2nccnc2N)c(C)n1C | 30 | 36 | -0.13 | -9 | 0.6 | 79 | 74 | -74 | 111 | 2.1
Cc1cccc(C(=O)O/N=C2\CCCc3ccccc32)c1 | 16 | 81* | / | -1 | 0.2 | 96 | 4 | -4 | 101 | 1.8
CC(C)Sc1nc2c(c(=O)[nH]c(=O)n2C)n1C | -2 | -6 | / | 2 | 1.1 | 106 | -19 | 19 | 98 | 1.1
CCCCCn1c(N)c(C#N)c2nc3ccccc3nc21 | 15 | -7 | -0.042 | -6 | 1.1 | 90 | 0 | 0 | 106 | 0.59
COc1cc(NC(=O)CN2CCC(Cc3ccccc3)CC2)c(C)cc1[N+](=O)[O-] | 13 | -4 | -1.4 | 4 | 1 | 92 | -3 | 3 | 96 | 0.99
O=S(=O)(c1ccc(NCCc2c[nH]c3ccccc23)nc1)N1CCOCC1 | 6 | -5 | / | 1 | 1 | 98 | 2 | -2 | 99 | 1.3
CCOC(=O)N1CCN(C(=O)C2CCN(S(C)(=O)=O)CC2)CC1 | 6 | -6 | / | -3 | 1.1 | 98 | 0 | 0 | 103 | 0.99

Compound activity from PubChem BioAssay.
